Compound activity deposited in PubChem BioAssay by several laboratories.
AID2073 = inhibitors of Mint1-CaV2.2 protein interaction, biochemical, HTRF (AID 2073). Voltage-dependent N-type calcium channel subunit alpha-1B (Homo sapiens). HTRF protein-protein interaction, Mint1-CaV2.2; higher % means a stronger effect. inhibition, % at 20 µM, or IC50 in µM where a hit was titrated. actives 0.19% (n = 290,000); in the data active means inhibition mostly above about 51%, no sharp cut-off; further: some results filed as inactive read as strong as hits
NS5 inhibitors = Dengue-2 NS5 methyltransferase inhibitors, primary screen, biochemical, confirmation dose response (AID 588689) | Dengue-2 NS5 methyltransferase capping enzyme assay, biochemical; higher % means a stronger effect | inhibition, % at 25 µM, or IC50 in µM where a hit was titrated | actives 0.3% (n = 340,000); in the data active means a potency from the dose series
UTI89 phage lysis = inhibition of K1F phage lysis, E. coli UTI89, bacterial capsule biogenesis inhibitors, alamar blue (AID 488966); E. coli UTI89 K1F phage lysis, alamar blue, 2 h; higher % means a stronger effect; inhibition, % at 100 µM; hits with a dose series show IC50 in µM; actives 0.02% (n = 340,000);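 active means phage lysis inhibition, versus mean bacterial control, above a set limit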;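 further: capsule biogenesis inhibitors block K1F phage lysis so surviving cells raise fluorescence; higher fluorescence means more inhibition of phage lysis; actives were called in the ten point dose series up to 300 µM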
HIV peptide binding = inhibitors of HIV fusion peptide binding, primary screen, biochemical, uHTS, fluorescence dequenching (AID 1986); cell-free peptide binding, fluorescence dequenching, 30 min; higher % means a stronger effect; one-dose inhibition, % at 20 µM; IC50 in µM for titrated hits; actives 0.3% (n = 290,000); in the data active means inhibition mostly above about 52%, no sharp cut-off; inactive means mostly below about 76%; further: some results filed as inactive read as strong as hits
NTR1 agonist = agonists of NTR1, primary screen, imaging, U2OS cells, beta-arrestin-GFP, high content (AID 493036); NTR1-U2OS beta-arrestin-GFP spot imaging, agonist mode; Neurotensin receptor type 1 (Homo sapiens), P30989; activation, % at 20 µM; actives 0.17% (n = 330,000);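 active means activation at or above 40% of the spot to cytoplasm intensity ratio, with at least 20 cells analyzed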;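 further: 0% = DMSO without peptide and 100% = 100 nM NTR1 peptide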
Target sequence (P30989 whole entry, looked up): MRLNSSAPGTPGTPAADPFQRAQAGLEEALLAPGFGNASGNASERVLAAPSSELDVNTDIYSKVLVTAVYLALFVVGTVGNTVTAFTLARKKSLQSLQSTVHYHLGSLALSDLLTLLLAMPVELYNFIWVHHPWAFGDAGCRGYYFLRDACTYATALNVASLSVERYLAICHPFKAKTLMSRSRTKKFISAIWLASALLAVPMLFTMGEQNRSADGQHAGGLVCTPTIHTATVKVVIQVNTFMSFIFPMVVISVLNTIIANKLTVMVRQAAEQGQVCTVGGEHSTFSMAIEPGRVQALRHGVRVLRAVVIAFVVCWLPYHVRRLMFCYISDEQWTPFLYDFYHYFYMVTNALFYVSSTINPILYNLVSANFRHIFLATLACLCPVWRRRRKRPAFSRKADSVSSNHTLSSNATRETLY
SIAH1 antagonists = Siah-1 peptide-binding antagonists, primary screen, biochemical, fluorescence polarization, rhodamine-plectin, uHTS (AID 1817). E3 ubiquitin-protein ligase SIAH1 (Homo sapiens). Siah-1 / rhodamine-plectin peptide fluorescence polarization; higher % means a stronger effect. one-dose displacement, % at 20 µM; IC50 in µM for titrated hits. actives 0.02% (n = 290,000);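 active means displacement of at least 50% at 20 µM, with a fluorescence ratio check between 0.3 and a set limit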;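 further: plate controls were Siah plus tracer with DMSO for no effect and tracer alone without Siah for full effect; strong numbers were not always called active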
GPR35 arrestin U2OS = GPR35 antagonists blocking zaprinast-driven arrestin recruitment, primary screen, imaging, U2OS, beta-arrestin-GFP, zaprinast agonist (AID 2058) | G-protein coupled receptor 35 (Homo sapiens) | one-dose inhibition, % at 10 µM; IC50 in µM for titrated hits | U2OS GPR35 beta-arrestin-GFP translocation imaging, zaprinast antagonism; higher % means a stronger effect | actives 0.052% (n = 290,000);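 active means inhibition of at least 50% with at least 30 cells and total cytoplasm GFP at most 10,000,000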
GPR55 LPI antagonism = GPR55 antagonists blocking LPI-driven arrestin recruitment, primary screen, imaging, U2OS, beta-arrestin-GFP, LPI agonist (AID 2013); G-protein coupled receptor 55 (Homo sapiens); U2OS GPR55 beta-arrestin-GFP translocation imaging, LPI antagonism; higher % means a stronger effect; one-dose inhibition, % at 10 µM; IC50 in µM for titrated hits; actives 0.13% (n = 290,000);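 active means spots per cell inhibited over 60%, with over 100 cells counted and total cytoplasm intensity under 500,000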;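 further: U2OS cells stably carrying GPR55 and arrestin-GFP stimulated by 5 µM LPI near EC80; imaged beta-arrestin-GFP aggregate spots per cell after agonist stimulation; plate controls were LPI-stimulated DMSO wells for no effect and DMSO wells without LPI for full effect; some results filed as inactive read as strong as hits; confirmed hits need IC50 under 10 µM and bright autofluorescent wells are also inconclusive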
GPR55 beta-arrestin = GPR55 agonists via beta-arrestin recruitment, primary screen, imaging, U2OS cells, beta-arrestin-GFP redistribution (AID 1961); U2OS GPR55 beta-arrestin-GFP redistribution imaging; higher % means a stronger effect; G-protein coupled receptor 55 (Homo sapiens); one-dose activation, % at 10 µM; EC50 in µM for titrated hits; actives 0.048% (n = 290,000);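 active means activation above 40% with more than 50 cells counted in the well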;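 further: U2OS osteosarcoma cells stably expressing GPR55 and beta-arrestin-GFP; plate controls were DMSO negative control for no effect and LPI positive control for full effect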
NTR1 agonist cell count 20 µM = further read-out of NTR1 agonist, marked with its call; cell count; measured here: cell count, cytotoxicity flag
NS5 inhibitors pilot replicate = second read-out of NS5 inhibitors, no call of its own (marks repeat the call); inhibition, %; measured here: pilot screen replicate inhibition
* hit, by the source's call; [ ] = dose if it differs, or a comment.

How did Cc1ccc(/C=N/NC(=O)Cn2nc(C)c([N+](=O)[O-])c2C)o1 do in these assays?
AID2073: -2.3%; NS5 inhibitors: -0.8%; UTI89 phage lysis: 0.4%; HIV peptide binding: -2.1%; NTR1 agonist: -0.5; SIAH1 antagonists: 17.7%; GPR35 arrestin U2OS: 1.7%; GPR55 LPI antagonism: 9.4%; GPR55 beta-arrestin: -0.1%; NTR1 agonist cell count 20 µM: 62

Results for Cc1ccc(OCCN2CCCC2)cc1 ?
AID2073: 4.3%; NS5 inhibitors: -1.3%; UTI89 phage lysis: 0.1%; HIV peptide binding: 2.0%; NTR1 agonist: 1.8; SIAH1 antagonists: 0.7%; GPR35 arrestin U2OS: 11.2%; GPR55 LPI antagonism: -7.5%; GPR55 beta-arrestin: -0.1%; NTR1 agonist cell count 20 µM: 61; NS5 inhibitors pilot replicate: 3.0

How did Nc1ncnc2c1ncn2CCc1ccccc1 do in these assays?
AID2073: 5.6%; NS5 inhibitors: -10.4%; UTI89 phage lysis: 0.2%; HIV peptide binding: -1.8%; NTR1 agonist: 1.8; SIAH1 antagonists: 0.8%; GPR35 arrestin U2OS: 5.6%; GPR55 LPI antagonism: -3.3%; GPR55 beta-arrestin: -0.1%; NTR1 agonist cell count 20 µM: 41

What do the screens show for `O=C(Nc1ccccc1Cl)c1ccccc1Oc1ccc(C(F)(F)F)cc1[N+](=O)[O-]`?
AID2073: 1.0%; NS5 inhibitors: 2.7%; UTI89 phage lysis: 0.1%; HIV peptide binding: 1.1%; NTR1 agonist: 8.2; SIAH1 antagonists: 3.1%; GPR35 arrestin U2OS: -23.1%; GPR55 LPI antagonism: 3.31µM*; GPR55 beta-arrestin: 0.3%; NTR1 agonist cell count 20 µM: 54

Results for CCCCN(CC)S(=O)(=O)N1CCC(C(=O)NCc2ccc(F)cc2)CC1 ?
AID2073: -0.6%; NS5 inhibitors: -5.2%; UTI89 phage lysis: 1.6%; HIV peptide binding: -1.0%; NTR1 agonist: 0.4; SIAH1 antagonists: -3.5%; GPR35 arrestin U2OS: 9.7%; GPR55 LPI antagonism: 18.4%; GPR55 beta-arrestin: 0.6%; NTR1 agonist cell count 20 µM: 54

Results for COc1ccc(C(Nc2cccc([N+](=O)[O-])c2)P(=O)(OC(C)C)OC(C)C)cc1 (configuration not stated) ?
AID2073: -9.1%; NS5 inhibitors: -10.8%; UTI89 phage lysis: -0.4%; HIV peptide binding: -0.8%; NTR1 agonist: 1.2; SIAH1 antagonists: 18.2%; GPR35 arrestin U2OS: 6.3%; GPR55 LPI antagonism: 0.7%; GPR55 beta-arrestin: 1.1%; NTR1 agonist cell count 20 µM: 59

Results for Cc1ccccc1N(C(=O)CNC(=O)c1ccco1)C(C(=O)NC1CCCCC1)c1ccncc1 (configuration not stated) ?
AID2073: 0.5%; NS5 inhibitors: 0.8%; UTI89 phage lysis: 0.4%; HIV peptide binding: 1.7%; NTR1 agonist: -0.6; SIAH1 antagonists: -0.5%; GPR35 arrestin U2OS: 6.8%; GPR55 LPI antagonism: -10.0%; GPR55 beta-arrestin: -0.2%; NTR1 agonist cell count 20 µM: 61

Results for O=C(Nc1ccn(Cc2ccccc2)n1)c1ccc(F)cc1 ?
AID2073: -0.6%; NS5 inhibitors: -8.9%; UTI89 phage lysis: -0.1%; HIV peptide binding: -2.0%; NTR1 agonist: 0.0; SIAH1 antagonists: -3.1%; GPR35 arrestin U2OS: -9.1%; GPR55 LPI antagonism: -23.3%; GPR55 beta-arrestin: 0.2%; NTR1 agonist cell count 20 µM: 83

Results for Cc1ccc(NC(=O)NC(=O)CSc2nnc(-c3ccc(Cl)cc3Cl)n2N)c(C)c1 ?
AID2073: -0.6%; NS5 inhibitors: 2.2%; UTI89 phage lysis: -2.5%; HIV peptide binding: -2.6%; NTR1 agonist: 1.6; SIAH1 antagonists: -4.7%; GPR35 arrestin U2OS: -2.6%; GPR55 LPI antagonism: -6.4%; GPR55 beta-arrestin: 0.7%; NTR1 agonist cell count 20 µM: 55

Results for COC(=O)c1sc(S(=O)(=O)Nc2ccc3cn[nH]c3c2)c(C(=O)OC)c1C ?
AID2073: 0.1%; NS5 inhibitors: -2.4%; UTI89 phage lysis: 0.3%; HIV peptide binding: 2.2%; NTR1 agonist: -0.6; SIAH1 antagonists: 1.0%; GPR35 arrestin U2OS: 22.2%; GPR55 LPI antagonism: 6.6%; GPR55 beta-arrestin: 0.2%; NTR1 agonist cell count 20 µM: 98

What do the screens show for `CC(=O)Nc1ccc(NC(=O)c2c(-c3ccccc3Cl)noc2C)c(C)c1`?
AID2073: -3.5%; NS5 inhibitors: 3.2%; UTI89 phage lysis: 1.8%[50 µM]; HIV peptide binding: -1.1%; NTR1 agonist: -0.5; SIAH1 antagonists: 3.4%; GPR35 arrestin U2OS: -4.0%; GPR55 LPI antagonism: 17.8%; GPR55 beta-arrestin: 0.3%; NTR1 agonist cell count 20 µM: 59

What do the screens show for `CN1C(=O)CC(N2CCN(c3ncccn3)CC2)C1=O` (configuration not stated)?
AID2073: -10.4%; NS5 inhibitors: 7.6%; UTI89 phage lysis: 0.1%; HIV peptide binding: 1.7%; NTR1 agonist: 0.1; SIAH1 antagonists: 4.2%; GPR35 arrestin U2OS: -7.6%; GPR55 LPI antagonism: -6.1%; GPR55 beta-arrestin: 0.1%; NTR1 agonist cell count 20 µM: 91

What do the screens show for `COC(=O)c1[nH]c2cccc(OC)c2c1NC(=O)CN1CCC(C(N)=O)(N2CCCCC2)CC1`?
AID2073: 13.4%; NS5 inhibitors: -3.5%; UTI89 phage lysis: 0.1%; HIV peptide binding: -1.0%; NTR1 agonist: -0.5; SIAH1 antagonists: 1.6%; GPR35 arrestin U2OS: 8.5%; GPR55 LPI antagonism: -4.6%; GPR55 beta-arrestin: 0.5%; NTR1 agonist cell count 20 µM: 45

Results for COc1ccc(OCCSc2nnc(-c3ccc(OC)cc3)n2N)cc1 ?
AID2073: -3.7%; NS5 inhibitors: -3.4%; UTI89 phage lysis: 0.4%; HIV peptide binding: 2.3%; NTR1 agonist: 1.8; SIAH1 antagonists: -8.0%; GPR35 arrestin U2OS: 21.6%; GPR55 LPI antagonism: -1.9%; GPR55 beta-arrestin: -0.1%; NTR1 agonist cell count 20 µM: 45

How did CC(C)=C1C2CCC1C(C(=O)NCCc1ccccc1)C2C(=O)O (configuration not stated) do in these assays?
AID2073: 1.7%; NS5 inhibitors: -5.5%; UTI89 phage lysis: 4.3%; HIV peptide binding: 1.2%; NTR1 agonist: -1.4; SIAH1 antagonists: 3.1%; GPR35 arrestin U2OS: -4.2%; GPR55 LPI antagonism: 12.3%; GPR55 beta-arrestin: -0.5%; NTR1 agonist cell count 20 µM: 54

What do the screens show for `CCOc1ccccc1CNc1nnnn1C`?
AID2073: 5.0%; NS5 inhibitors: -8.1%; UTI89 phage lysis: 0.7%; HIV peptide binding: 0.5%; NTR1 agonist: 0.9; SIAH1 antagonists: -2.6%; GPR35 arrestin U2OS: 2.8%; GPR55 LPI antagonism: 3.2%; GPR55 beta-arrestin: 0.2%; NTR1 agonist cell count 20 µM: 56

Results for COc1ccc(CCn2c(C)cc(C(=O)CCl)c2C)cc1OC ?
AID2073: -0.4%; NS5 inhibitors: -9.3%; UTI89 phage lysis: 0.5%; HIV peptide binding: -1.2%; NTR1 agonist: 4.7; SIAH1 antagonists: 4.2%; GPR35 arrestin U2OS: -6.2%; GPR55 LPI antagonism: 21.8%; GPR55 beta-arrestin: 0.7%; NTR1 agonist cell count 20 µM: 42

How did CC(=O)Nc1ccc(/C=N/NC(=O)c2cccs2)cc1 do in these assays?
AID2073: 8.6%; UTI89 phage lysis: 0.2%; HIV peptide binding: 0.2%; NTR1 agonist: 1.7; SIAH1 antagonists: 0.1%; GPR35 arrestin U2OS: 4.3%; GPR55 LPI antagonism: 7.3%; GPR55 beta-arrestin: 0.2%; NTR1 agonist cell count 20 µM: 74

What do the screens show for `O=C1C2=C(SCCS2)C(=O)N1c1ccccc1`?
AID2073: -4.8%; NS5 inhibitors: 0.0%; UTI89 phage lysis: 7.2%; HIV peptide binding: -0.4%; NTR1 agonist: 1.0; SIAH1 antagonists: -2.0%; GPR35 arrestin U2OS: -19.7%; GPR55 LPI antagonism: -0.9%; GPR55 beta-arrestin: 0.1%; NTR1 agonist cell count 20 µM: 85

How did CC(C)c1nc(-c2c(N)n(C)c(=O)n(C)c2=O)sc1C(=O)C(C)(C)C do in these assays?
AID2073: -1.5%; NS5 inhibitors: -4.1%; UTI89 phage lysis: 0.5%; HIV peptide binding: 1.3%; NTR1 agonist: 4.4; SIAH1 antagonists: 7.7%; GPR35 arrestin U2OS: -15.0%; GPR55 LPI antagonism: -2.8%; GPR55 beta-arrestin: 0.2%; NTR1 agonist cell count 20 µM: 83

How did Cc1ccc(NC(=O)COC(=O)CN2C(=O)NC(C)(C)C2=O)cc1S(=O)(=O)N1CCOCC1 do in these assays?
AID2073: -6.1%; NS5 inhibitors: -5.3%; UTI89 phage lysis: 0.7%; HIV peptide binding: -0.7%; NTR1 agonist: -0.2; SIAH1 antagonists: -1.5%; GPR35 arrestin U2OS: 3.0%; GPR55 LPI antagonism: -13.1%; GPR55 beta-arrestin: 1.3%; NTR1 agonist cell count 20 µM: 58

What do the screens show for `Cc1c(Cl)cccc1NC(=S)N1CCN(S(=O)(=O)c2cccs2)CC1`?
AID2073: -14.7%; NS5 inhibitors: 0.0%; UTI89 phage lysis: 0.0%; HIV peptide binding: -0.4%; NTR1 agonist: 0.1; SIAH1 antagonists: -1.5%; GPR35 arrestin U2OS: 17.5%; GPR55 LPI antagonism: 3.5%; GPR55 beta-arrestin: 0.1%; NTR1 agonist cell count 20 µM: 57

How did Cn1c(N)cc(-c2ccc(F)cc2)c(C#N)c1=O do in these assays?
AID2073: 7.2%; NS5 inhibitors: 0.0%; UTI89 phage lysis: -0.2%; HIV peptide binding: 1.2%; NTR1 agonist: -1.1; SIAH1 antagonists: 2.3%; GPR35 arrestin U2OS: -0.7%; GPR55 LPI antagonism: 2.8%; GPR55 beta-arrestin: 0.3%; NTR1 agonist cell count 20 µM: 41
